# Screening results (PubChem BioAssay)
# M4 antag: antagonists of human muscarinic M4 receptor (CHRM4). P08173. CHO-hM4 cells, ACh EC80, Fluo-8 calcium fluorescence. inhibition, % at 3 µM. 0.73% of 360,000 active;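 active = inhibition above its plate's cutoff, the mean inhibition of sample wells plus 3 SD, cut at about 27% in these data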;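 also: 0% = acetylcholine EC80 with DMSO and 100% = DMSO without agonist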
# Target sequence (P08173 whole entry, looked up): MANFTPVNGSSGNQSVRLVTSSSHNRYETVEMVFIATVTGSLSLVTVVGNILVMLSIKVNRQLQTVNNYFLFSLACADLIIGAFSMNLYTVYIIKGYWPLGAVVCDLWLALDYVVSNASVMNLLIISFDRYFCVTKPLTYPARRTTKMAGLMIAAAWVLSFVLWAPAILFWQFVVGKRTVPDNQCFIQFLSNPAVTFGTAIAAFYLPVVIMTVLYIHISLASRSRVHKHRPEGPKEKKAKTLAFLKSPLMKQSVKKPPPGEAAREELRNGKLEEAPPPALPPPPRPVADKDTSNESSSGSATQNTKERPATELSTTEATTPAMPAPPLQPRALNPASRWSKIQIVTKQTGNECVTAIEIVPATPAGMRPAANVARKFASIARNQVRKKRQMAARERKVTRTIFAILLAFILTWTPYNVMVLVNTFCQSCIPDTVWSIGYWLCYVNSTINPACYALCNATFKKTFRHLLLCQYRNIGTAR
# M5 ag: agonists of human muscarinic M5 receptor (CHRM5); activation, % at 3 µM; P08912; CHO-K1 hM5 cells, Fluo-8 calcium fluorescence; 0% DMSO wells, 100% maximal acetylcholine response; 0.19% of 360,000 active;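 active = activation above the run's mean over test compounds plus 3 SD, cut at about 23% in these data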;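 also: signal is peak over basal fluorescence ratio across the kinetic read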
# M5 antag: CHRM5 antagonism in calcium assay; CHO-hM5 cells, Fluo-8 calcium fluorescence, ACh EC80; P08912; AID 624040; 0.59% of 360,000 active; inhibition, % at 3 µM;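 active = inhibition above a per-plate cutoff, the mean of that plate's test compounds plus 3 SD, cut at about 27% in these data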;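 also: 0% = acetylcholine EC80 with DMSO and 100% = DMSO without agonist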
# M5 PAM: potentiates acetylcholine response at human M5 receptor | CHO-K1 hM5, Fluo-8 calcium, ACh EC20 PAM; 0% = ACh EC20, 100% = ACh EC100 | activation, % at 3 µM | 0.3% of 360,000 active | AID 624038;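 active = activation above the run cutoff, the mean activation of all test compounds plus 3 SD, cut at about 18% in these data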
#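 Replicates: One well per compound, no replicates | System: Human M5 receptor in CHO-K1 cells | Benchmarks: Low control EC20 acetylcholine (0%), high control EC100 acetylcholine (100%) | Probe or stimulus: Acetylcholine, EC20 level | Times: Fluo-8 loading 80 min at 37 °C plus 30 min room temperature | Signal: Intracellular calcium via Fluo-8 fluorescence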
# CHRM4 PAM: potentiates acetylcholine response at human M4 receptor; P08173; CHO-K1 hM4/Gqi5, Fluo-8 calcium fluorescence, ACh EC20; 0% = ACh EC20, 100% = maximal ACh; activation, % at 3 µM; 0.4% of 360,000 active;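 active = activation above its plate's cutoff, the mean activation of sample wells plus 3 SD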; also: some results filed as inactive read as strong as hits
# M1 antag: antagonists of human M1 muscarinic receptor | 1.3% of 360,000 active | P11229 | inhibition, % at 3 µM | CHO-K1 hM1, Fluo-8 calcium fluorescence, ACh EC80 antagonist;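 active = percent inhibition above its own plate's cutoff, namely the mean of that plate's compound wells plus 3 SD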;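 also: peak over basal fluorescence ratio during 140 s after agonist addition; 0% = ACh EC80 plus DMSO and 100% = DMSO alone without agonist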
# Target sequence (P11229 whole entry, looked up): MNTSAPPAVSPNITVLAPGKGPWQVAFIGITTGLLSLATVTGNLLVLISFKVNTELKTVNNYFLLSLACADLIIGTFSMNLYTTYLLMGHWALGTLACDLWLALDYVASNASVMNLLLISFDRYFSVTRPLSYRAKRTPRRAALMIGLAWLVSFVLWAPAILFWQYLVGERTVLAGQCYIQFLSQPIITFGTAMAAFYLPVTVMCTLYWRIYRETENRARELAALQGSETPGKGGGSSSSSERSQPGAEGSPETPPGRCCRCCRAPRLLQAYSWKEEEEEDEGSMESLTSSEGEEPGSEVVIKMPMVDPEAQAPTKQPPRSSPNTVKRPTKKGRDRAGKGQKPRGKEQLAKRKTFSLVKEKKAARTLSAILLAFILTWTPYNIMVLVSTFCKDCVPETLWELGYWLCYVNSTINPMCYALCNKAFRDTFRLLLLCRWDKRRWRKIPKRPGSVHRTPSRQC
# CRFBP-R2 agonist: agonists of human CRF-binding protein/CRF-R2 receptor complex; AID 588473; HEK293 CRF-R2/CRF-BP, calcium dye fluorescence (FLIPR); percent of saturating CRF peptide response; 0.46% of 350,000 active; activation, % at 13.2 µM;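 active = activation of at least 50%, plus an integration ratio under a set limit after plate pattern correction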;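 also: plate controls were neutral control wells without compound for no effect and CRF at EC100 for full effect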
# M4 ag: CHRM4 agonism in calcium assay; CHO-K1 hM4/Gqi5, Fluo-8 calcium fluorescence; vehicle 0%, full acetylcholine response 100%; activation, % at 3 µM; 0.14% of 360,000 active; AID 624127;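 active = activation above the run mean over all test wells plus 3 SD, cut at about 32% in these data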;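 also: peak over basal fluorescence ratio per well then scaled between controls; 0% = DMSO wells and 100% = acetylcholine at EC100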
# CHRM1 PAM: potentiates human M1 receptor response to acetylcholine. P11229. CHO-K1 hM1, Fluo-8 calcium fluorescence, ACh EC20; 0% = ACh EC20, 100% = maximal ACh. activation, % at 3 µM. 0.088% of 360,000 active; in the data active = activation above about 19%, passing the limit was not always enough
# Starred values were filed as active, the others as inactive.
SMILES,M4 antag,M5 ag,M5 antag,M5 PAM,CHRM4 PAM,M1 antag,CRFBP-R2 agonist,M4 ag,CHRM1 PAM
COC(=O)c1sccc1NC(=O)CSc1ccccc1NC(=O)CNC(C)C,0.9,4.0,8.4,1.3,-8.4,3.9,-1.1,2.8,0.3
C=CCn1c(SCc2ccccc2C#N)nnc1-c1cc(Br)ccc1O,15.0,-0.6,7.7,-10.0,-29.3,22.4,0.6,17.3,-16.6
CCOc1cc(Br)ccc1S(=O)(=O)N1CC(C)OC(C)C1 (centres undefined),-3.4,-1.8,5.1,-4.8,-6.0,0.4,9.3,3.3,1.7
COc1ccc(NC(=O)NNC(=O)c2ccccc2-n2cccc2)cc1OC,-19.9,-0.9,1.4,6.1,15.6,-8.3,-0.4,1.9,3.1
O=C(CN1C(=O)NC2(CCc3ccccc32)C1=O)c1ccc(F)cc1 (centres undefined),-11.5,4.0,0.5,-4.6,10.2,-21.4,2.1,2.4,11.9
NC(=O)c1ccsc1NC(=O)CN1C(=O)C2CC=CCC2C1=O (centres undefined),0.4,1.8,-5.3,-1.1,-0.2,-3.2,2.4,0.3,9.4
CCOc1cc(C)c(Cl)cc1S(=O)(=O)n1nnc2ccccc21,-1.9,-1.5,0.3,-1.3,6.7,-1.5,-0.1,0.5,3.8
CCCC(=O)Nc1nnc(CCc2ccccc2)s1,-2.2,-2.8,11.8,-5.4,1.2,-23.9,2.5,-0.1,22.0
CCNC(=S)Nc1cc2oc3ccccc3c2cc1OC,-12.1,-3.5,-6.4,-0.3,7.8,-11.9,-2.3,3.5,11.5
CC(=O)Nc1ccc(S(=O)(=O)Nc2nc3ccccc3nc2Nc2ccc3ccccc3c2)cc1,6.7,0.3,11.3,-9.6,-7.3,5.5,28.0,1.6,-3.6
COc1cc(C)ccc1OCCCOc1ccccc1Br,2.3,-4.7,10.8,-0.1,9.4,2.4,1.3,-1.8,-0.9
C=CCOc1ccc(/C=N/NC(=O)C2CCCC2)cc1OCC,-9.4,-0.9,7.8,-3.9,4.7,-7.7,-0.8,3.9,6.7
Cc1cc(C(=O)Nc2ccc(Cl)cc2)c(C)n1-c1ccccc1,3.7,-2.3,7.5,0.6,-5.0,-19.1,-1.4,-1.4,4.8
Cc1c(NC(=S)NC(=O)c2ccc(COc3ccccc3)cc2)cccc1C(=O)O,-2.5,-0.9,7.6,-4.5,4.9,-10.1,-0.3,1.3,5.2
Cc1ccc(/C(O)=C2/C(=O)C(=O)N(CCCn3ccnc3)C2c2cccnc2)cc1 (centres undefined),18.5,-1.8,15.9,-11.9,-7.1,6.7,5.6,1.1,-0.1
CC(C)n1cnnc1SCC(=O)Nc1cccnc1Cl,-12.9,4.8,2.2,4.3,8.1,-3.5,0.6,1.7,8.8
CCCC(=O)Nc1nn(CC(C)C)c2nc3cc(C)ccc3cc12,-8.8,-2.8,-3.4,5.7,4.9,-4.4,0.1,0.8,12.8
Cc1ccc(C2(C(F)(F)F)NC(=O)N3CCN=C3S2)cc1 (centres undefined),-3.7,-1.8,8.6,-2.4,7.7,-9.4,-1.6,-0.2,5.9
Cc1nnc(NC(=O)C2CC(=O)N(c3ccccc3)C2)s1 (centres undefined),0.1,-1.0,2.6,0.1,2.4,3.0,2.4,0.5,-4.2
O=C(Cn1c(=O)sc2ccccc21)Nc1nc2c(s1)CCCC2,-6.7,0.0,3.1,3.0,15.3,-5.4,-2.1,6.8,14.2
O=[N+]([O-])c1ccc(NCc2ccc3c(c2)OCO3)cc1,6.7,-7.8,6.7,-10.3,-11.1,11.7,-1.1,1.5,-4.1
CN(C)c1ccc(/C=N/NC(=O)Cn2nnc3ccccc32)cc1,0.8,-2.2,2.7,0.1,-4.7,6.0,-2.6,1.2,-4.7
COc1ccccc1NC(=O)c1c([N+](=O)[O-])c(C(C)(C)C)nn1C,5.9,4.1,-5.6,1.1,3.7,-14.4,-0.2,3.5,7.1
O=c1c([N+](=O)[O-])c(N2CCCCC2)c2ccccc2n1-c1ccccc1,-8.8,0.2,-3.3,4.6,22.1,-11.7,-1.3,-0.1,5.7
CCN1CCN(c2ncc(C(=O)Nc3ccccc3C(=O)OC)c3ccccc23)CC1,-1.4,-7.4,-5.0,-0.3,-6.6,6.7,4.1,8.0,-12.6
Cc1ccc2nc3c(c(C(=O)OCC(=O)N(C)C4CCS(=O)(=O)C4)c2c1)CCCC3 (centres undefined),2.4,-3.4,-0.8,-7.2,9.3,-5.6,-1.4,2.5,12.8
O=c1c2cn[nH]c2[nH]c(=S)n1-c1ccccc1,-0.9,-1.6,3.7,-5.7,0.0,-22.2,1.2,0.3,3.7
CCn1c(CSc2n[nH]c(N)n2)nc2cc(C(=O)O)ccc21,-1.0,-1.2,10.3,1.1,1.4,-0.2,1.4,0.2,2.0
CCOC(=O)Cc1nnn(CC(=O)OCC)n1,2.4,0.0,-2.0,-1.1,12.6,-6.0,-1.7,0.1,9.7
CCOc1ccccc1OCC(O)CNC (centres undefined),-5.3,-0.9,-0.5,5.2,5.9,-8.8,-6.0,14.9,11.9
COC(=O)CC(c1ccc(C(C)C)cc1)n1cccc1 (centres undefined),-6.4,-6.7,2.1,0.4,-2.3,-11.4,-0.3,-1.0,5.0
Cc1cc(C)c(C(=O)COC(=O)c2cc([N+](=O)[O-])ccc2NCCO)cc1C,-17.4,-4.2,4.1,-11.7,-14.7,-3.5,9.1,4.9,-1.3
COc1ccc(CNC(=O)C2CCN(C(=O)c3cccc(Cl)c3)CC2)cc1,-0.5,-2.5,17.5,-8.5,1.1,-2.9,-6.4,2.8,3.0
CCN1CCN(c2nc(SC)nc3sc4c(c23)CC(C)(C)OC4)CC1,12.9,-7.3,0.1,-1.9,8.4,-6.5,2.3,0.2,-4.6
N=c1c(S(=O)(=O)c2ccc(Cl)cc2)cc2c(=O)n3ccccc3nc2n1C1CCCC1,-1.4,-4.2,6.0,0.3,-1.9,3.8,9.0,0.4,2.9
c1ccc2c(c1)nc1n2CCN1,-4.2,-2.6,-0.1,2.0,15.1,-5.8,-1.0,1.2,6.0
COc1ccc(C(=O)OCn2nnc3ccccc3c2=O)cc1[N+](=O)[O-],-1.7,-1.1,-5.1,-9.5,2.8,2.2,6.0,0.8,0.7
COc1ccc(CC(=O)NCc2ccc3c(c2)cc(C)n3C)cc1OC,4.6,2.8,6.5,-0.4,-6.1,-3.1,2.4,1.0,7.6
O=c1c(Cl)c(NCCO)cnn1-c1cccc(Cl)c1,2.7,-1.0,0.4,-0.6,5.1,5.7,-2.3,0.3,4.7
O=S(=O)(c1ccc(Br)c2ccccc12)N1CCCC1,1.9,-0.7,5.2,1.4,1.2,-7.9,0.0,-1.6,10.7
CCCOC(=O)C1[C@H]2C(=O)N(C(C)c3ccc(OC)cc3)C[C@]23C=C[C@H]1O3 (some centres undefined),-1.5,-1.7,4.4,-9.4,-1.7,-15.9,-1.1,0.8,10.9
CCOC(=O)C1CCN(C(=O)c2cc(COc3ccc(OC)c4ccccc34)on2)CC1,9.0,-2.9,1.5,-1.8,-3.1,1.0,4.7,-0.5,-2.8
O=C(c1ccc(S(=O)(=O)N2CCCCC2)cc1)N1CCN=C1SCc1cccnc1,0.1,-1.5,3.5,-3.3,-3.5,-9.3,0.1,1.0,3.9
CCn1c(CNc2ccc(F)cc2)nnc1SCC(=O)N1CCCc2ccccc21,0.4,-3.3,-2.3,-0.7,1.2,-2.0,2.2,1.9,9.2
CCn1c(=O)c(=O)[nH]c2cc(C(=O)NC3CCCC3)ccc21,-0.3,-1.3,-0.3,-2.6,3.2,-9.9,2.3,0.7,12.9
O=C(COC(=O)c1ccccc1C(=O)N1CCN(c2ccc(F)cc2)CC1)NCc1ccccc1,1.7,-6.1,3.5,-13.0,-4.1,7.6,-1.6,7.9,-4.3
C/C(=N\NC(=O)c1ccc(Cl)cc1)c1cccs1,-9.1,-0.2,-0.2,9.8,22.1*,-4.5,-4.5,1.3,9.3
CC(C)c1cccc(C(C)C)c1NC(=O)CCl,-4.3,-2.4,-0.5,3.8,4.3,7.4,-1.4,-0.6,0.4
O=C(N/N=C\c1ccc(O)c([N+](=O)[O-])c1)c1ccccc1-n1cccc1,-3.7,0.3,-4.0,-6.1,3.7,4.2,-2.4,0.8,6.6
COc1cc(C2SCC(=O)N2c2c(C)n(C)n(-c3ccccc3)c2=O)ccc1O (centres undefined),-9.1,-3.7,3.3,1.1,4.6,-2.4,-0.7,1.2,5.3
Cc1cc(C(F)(F)F)nc(NCc2cccnc2)n1,1.5,1.5,5.7,5.8,6.1,-1.7,-1.8,0.5,8.6
COc1ccc(C(=O)Nc2ccc(F)cc2F)cc1OC,16.2,0.1,4.6,-1.0,-1.5,6.0,0.5,0.1,0.6
CCOC(=O)C1CCN(C(=O)c2ccc(OCC)c(OCC)c2)CC1,-8.8,-1.7,-0.8,1.3,2.7,-13.9,2.7,0.9,7.1
CSc1nncn1/N=C/c1ccc([N+](=O)[O-])cc1,-8.2,-3.3,0.7,-6.9,-2.6,-3.3,-1.2,0.4,9.8
CC1CCN(C(=O)CN2C(=O)c3ccccc3S2(=O)=O)CC1,3.8,-1.8,2.0,0.9,-2.5,-18.7,1.5,0.7,-4.0
CCCCN(C(=O)c1ccc2c(c1)OCO2)C1CCS(=O)(=O)C1 (centres undefined),-0.5,3.4,5.5,1.9,-6.0,-6.5,1.2,-0.2,5.5
COc1ccc2ccccc2c1C1NC(=O)c2ccccc2N1 (centres undefined),1.1,-4.0,10.3,-2.2,2.0,-9.1,-4.7,0.1,1.6
O=C(COc1ccccc1F)c1ccc(O)cc1O,-1.2,-0.9,1.7,-3.7,-8.4,-2.7,0.2,0.9,3.7
CCCC(C)C(=O)Nc1cc([N+](=O)[O-])ccc1F (centres undefined),-5.9,-1.3,8.5,1.6,20.3,0.9,-3.7,-0.1,8.1

# Reprinted at random: two compounds from above
SMILES,M4 antag,M5 ag,M5 antag,M5 PAM,CHRM4 PAM,M1 antag,CRFBP-R2 agonist,M4 ag,CHRM1 PAM
CSc1nncn1/N=C/c1ccc([N+](=O)[O-])cc1,-8.2,-3.3,0.7,-6.9,-2.6,-3.3,-1.2,0.4,9.8
CCOC(=O)C1CCN(C(=O)c2ccc(OCC)c(OCC)c2)CC1,-8.8,-1.7,-0.8,1.3,2.7,-13.9,2.7,0.9,7.1

# 6 of the entries above in order of their number in M4 antag, lowest first.
SMILES,M4 antag,M5 ag,M5 antag,M5 PAM,CHRM4 PAM,M1 antag,CRFBP-R2 agonist,M4 ag,CHRM1 PAM
COc1cc(C2SCC(=O)N2c2c(C)n(C)n(-c3ccccc3)c2=O)ccc1O (centres undefined),-9.1,-3.7,3.3,1.1,4.6,-2.4,-0.7,1.2,5.3
O=C(N/N=C\c1ccc(O)c([N+](=O)[O-])c1)c1ccccc1-n1cccc1,-3.7,0.3,-4.0,-6.1,3.7,4.2,-2.4,0.8,6.6
O=C(COc1ccccc1F)c1ccc(O)cc1O,-1.2,-0.9,1.7,-3.7,-8.4,-2.7,0.2,0.9,3.7
CCCCN(C(=O)c1ccc2c(c1)OCO2)C1CCS(=O)(=O)C1 (centres undefined),-0.5,3.4,5.5,1.9,-6.0,-6.5,1.2,-0.2,5.5
Cc1cc(C(F)(F)F)nc(NCc2cccnc2)n1,1.5,1.5,5.7,5.8,6.1,-1.7,-1.8,0.5,8.6
CC1CCN(C(=O)CN2C(=O)c3ccccc3S2(=O)=O)CC1,3.8,-1.8,2.0,0.9,-2.5,-18.7,1.5,0.7,-4.0
